Screening data (PubChem)
NPR1 activator = GC-A (human) enzyme activation | P16066 | HEK293 GC-A cells, cGMP TR-FRET, EC30 ANP; 0% at EC30 ANP, 100% saturating ANP | activation, % at 10 µM | actives 0.14% (n = 370,000) | AID 1671463; in the data active means activation above about 40%
GAA850 FXN act = increases GAA850 frataxin promoter reporter activity | HEK293 lucGAA850 FXN promoter luciferase reporter, 24 h; percent of 10 µM SAHA response | activation, % at 6 µM | actives 0.56% (n = 360,000) | AID 540364;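 active means activation above the average of all compounds screened plus 3 SD, cutoff fixed separately per campaign, cut at about 7.5% in these data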;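 further: 0% = DMSO wells and 100% = 10 µM SAHA wells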
NPR2 activator = GC-B (human) receptor activation; actives 0.11% (n = 370,000); HEK293-GC-B cells, CNP EC30, cGMP TR-FRET; 0% at EC30 CNP, 100% saturating CNP; P20594; activation, % at 10 µM; AID 1920062;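 active means activation at 10 µM reaching about 35% in either raw or pattern-adjusted values, limit read from the data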
Target sequence (P20594 whole entry, looked up): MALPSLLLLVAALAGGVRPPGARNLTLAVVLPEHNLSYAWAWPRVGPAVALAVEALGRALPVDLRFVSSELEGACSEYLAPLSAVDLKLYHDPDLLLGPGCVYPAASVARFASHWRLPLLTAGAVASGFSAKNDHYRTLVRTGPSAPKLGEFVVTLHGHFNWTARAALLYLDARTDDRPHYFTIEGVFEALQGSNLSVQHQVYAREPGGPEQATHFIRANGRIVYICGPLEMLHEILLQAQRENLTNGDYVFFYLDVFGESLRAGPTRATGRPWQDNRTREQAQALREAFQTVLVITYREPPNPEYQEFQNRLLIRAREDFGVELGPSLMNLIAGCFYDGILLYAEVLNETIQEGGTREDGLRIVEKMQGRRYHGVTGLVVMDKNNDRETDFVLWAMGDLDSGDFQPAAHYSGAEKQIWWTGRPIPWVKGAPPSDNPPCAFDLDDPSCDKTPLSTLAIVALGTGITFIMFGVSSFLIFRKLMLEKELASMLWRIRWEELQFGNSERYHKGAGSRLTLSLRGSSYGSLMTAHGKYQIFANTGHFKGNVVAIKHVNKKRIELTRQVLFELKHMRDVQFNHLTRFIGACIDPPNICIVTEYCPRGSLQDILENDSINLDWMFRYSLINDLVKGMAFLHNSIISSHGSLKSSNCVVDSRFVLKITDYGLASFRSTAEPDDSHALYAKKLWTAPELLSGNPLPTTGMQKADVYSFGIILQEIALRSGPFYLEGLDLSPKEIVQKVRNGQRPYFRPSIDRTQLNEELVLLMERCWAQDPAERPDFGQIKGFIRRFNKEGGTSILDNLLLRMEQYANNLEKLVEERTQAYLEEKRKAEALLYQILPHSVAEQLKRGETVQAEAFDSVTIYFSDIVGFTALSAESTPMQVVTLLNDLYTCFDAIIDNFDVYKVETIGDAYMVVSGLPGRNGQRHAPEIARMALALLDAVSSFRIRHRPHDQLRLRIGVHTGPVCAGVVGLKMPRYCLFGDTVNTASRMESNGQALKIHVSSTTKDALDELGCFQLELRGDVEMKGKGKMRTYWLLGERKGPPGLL
DAX1 inh-1 = NR0B1 (DAX1) inhibition; P51843; HEK293 Gal4-DAX1 luciferase reporter, luminescence; inhibition, % at 6.75 µM; actives 0.99% (n = 340,000); AID 504766;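 active means inhibition above the mean over all tested compounds plus 3 SD, cut at about 4.2% in these data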;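 further: 0% = DAX1-transfected cells with DMSO and 100% = empty-vector control cells with DMSO; inhibition shows as a rise in luminescence from relieved DAX1 repression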
HGIII-sPLA2 inh = Blocks human group III sPLA2 activity; actives 0.56% (n = 370,000); QFRET BODIPY PC-A2 liposome hydrolysis, fluorescence; Q9NZ20; inhibition, % at 12.2 µM;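 active means inhibition above mean plus 3 SD of compounds lying within the high and low control bounds, cut at about 19% in these data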;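 further: 0% = median of test compound wells and 100% = no enzyme DMSO wells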
SMARCA2 act = activators of SMARCA2 function; MG213 cells, MMTV-luciferase reporter, dexamethasone, overnight; activation, % at 9.1 µM; actives 1% (n = 370,000); in the data active means activation above about 7.8%;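 further: 0% = vehicle wells and 100% = reference activator wells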
ADAM10 inh = ADAM10 inhibition, QFRET primary screen. recombinant ADAM10, EDANS/DABCYL FRET peptide cleavage, 3 h. AID 720582. actives 0.62% (n = 370,000). inhibition, % at 7 µM;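 active means inhibition above a per-campaign cutoff equal to the mean of compounds falling between control-based bounds plus 3 SD, cut at about 20% in these data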;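 further: 0% = DMSO wells while the 100% control is not disclosed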
ssDAF-12 act = S. stercoralis DAF-12 activation, primary screen | activation, % at 6.8 µM | actives 1% (n = 370,000) | AID 652126 | HEK293 ssDAF-12/GRIP1 lit1-tk-luc reporter, luminescence; % of 3 µM dafachronic acid response;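 active means activation above the mean over all tested compounds plus 3 SD, cut at about 0.9% in these data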;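 further: 0% = DMSO-only wells and 100% = 3 µM delta7-dafachronic acid wells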
hgDAF-12 ag = hgDAF-12 agonism, primary luciferase screen; HEK293 GAL4-hgDAF12 UAS-luciferase reporter, agonist luminescence; normalized to butyrate control; activation, % at 6.8 µM; actives 1.8% (n = 370,000); AID 687014;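 active means activation above a cutoff set at the mean of all screened compounds plus 3 SD, cut at about 10% in these data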;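 further: 0% = DMSO wells and 100% = sodium butyrate wells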
DAX1 inh-2 = inhibitors of DAX1 repression of SF-1 activated StAR promoter. AID 652010. inhibition, % at 6.8 µM. HEK293T StAR-luciferase reporter, SF-1/DAX-1 repression relief. actives 1.1% (n = 370,000);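 active means inhibition above the mean over all tested compounds plus 3 SD, cut at about 3.6% in these data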;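 further: 0% = DAX-1 cells with DMSO and 100% = cells lacking DAX-1 with DMSO; higher inhibition means more luminescence from relief of DAX-1 repression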
hcDAF12 agonist = activates DAF-12 receptor from parasite H. contortus; actives 1.4% (n = 370,000); AID 652067; activation, % at 6.8 µM; HEK293 hcDAF-12 lit1-tk-luc reporter, luminescence; 0% DMSO, 100% Δ7-dafachronic acid;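 active means activation above the mean of all tested compounds plus 3 SD, cut at about 5.5% in these data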;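 further: 100% = response to 3 µM Δ7-dafachronic acid high control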
* = called active by the depositor; / = not tested or not shown.

SMILES	NPR1 activator	GAA850 FXN act	NPR2 activator	DAX1 inh-1	HGIII-sPLA2 inh	SMARCA2 act	ADAM10 inh	ssDAF-12 act	hgDAF-12 ag	DAX1 inh-2	hcDAF12 agonist
Cc1ccccc1CN1CCCCC(NC(=O)c2ccc(-c3ccccc3)cc2)C1=O (stereo unspecified)	5	/	6	/	-6	-4	13	-2.2	-0.8	-4.3	-5.5
C[C@@H]1CN([C@@H](C)CO)C(=O)c2cccc(NS(=O)(=O)c3cccs3)c2O[C@H]1CN(C)Cc1ccc(C(F)(F)F)cc1	-1	-3.9	-3	-0.6	-20	-1	5	-1.4	-0.6	0.1	-2.2
Cc1cccc(NC(=O)/C(C#N)=C/c2ccc(F)cc2)n1	-8	2.4	-10	0.4	-26	-4	-31	-1.3	-2.2	-0.2	1.5
CCOC(=O)c1nn(-c2ccc(Cl)cc2)c(C)cc1=O	0	3.3	4	1.4	2	0	3	-0.9	-2.3	0.4	0.1
CN(C)c1ccc(CC2C(=O)Nc3ccccc32)cc1 (stereo unspecified)	-1	3.7	-3	-0.7	4	3	-5	-0.6	-0.1	-0.5	2.7
CCOc1cc(N2CCOCC2)c(OCC)cc1NC(=O)CN1C(=O)NC(C)(C2CC2)C1=O (stereo unspecified)	-3	0.4	-3	0.0	0	-1	2	-1.8	3.1	-0.6	0.7
COc1ccc(CCC(=O)N2CCCC(Nc3ccccc3)C2)cc1OC (stereo unspecified)	-1	2.3	-6	-0.3	-1	2	-2	-0.9	-0.6	0.1	-0.5
O=C(C1=C[C@@H](c2ccccc2)C[C@@H](OCc2ccc(CO)cc2)O1)N1CCCCCCC1	-4	-1.3	2	-1.1	-6	-1	-3	-1.5	-2.9	0.5	-0.4
O=C(N/N=C/c1ccccc1O)c1cc[n+]([O-])cc1	-2	0.7	-1	0.1	7	2	-5	-0.6	0.6	0.2	0.0
CN1CCN(Cc2nc3c(c(=O)[nH]c(=O)n3C)n2Cc2c(F)cccc2Cl)CC1	-3	-1.5	-1	0.6	-1	1	-11	-1.5	3.9	1.4	-0.8
CSc1cccc(NS(=O)(=O)c2cc(Br)cnc2N)c1	-2	-0.5	0	-0.3	-38	0	11	-0.9	-3.1	-0.3	-0.3
COc1ccc([C@@H](C)NC(=O)CCc2nnc(-c3cc(C)on3)o2)cc1	1	-1.5	4	0.8	1	1	-6	-1.6	0.6	1.3	0.5
COc1ccccc1NC(=S)N(c1ccccc1)C(C)C	-8	0.6	-3	0.9	7	-3	-2	-0.2	-0.4	-0.1	-1.0
NC(=S)c1csc(CCNC(=O)c2ccccc2)n1	-2	0.8	3	0.9	14	-4	-8	-1.0	-1.5	0.4	-1.2
O=C(Nc1cccc(NC(=O)c2cccc(F)c2)c1)c1ccccc1	2	-0.8	-2	-1.4	1	-3	-9	-1.3	-2.3	-0.6	-2.1
Cc1ccc(-n2cc(CN3CCCN(C=O)CC3)c(-c3ccc(F)cc3)n2)cc1	0	1.8	-3	0.6	-1	-3	15	-0.9	1.4	0.4	-0.1
Cc1c(O)ccc(C(=O)CN2C(=O)c3ccccc3C2=O)c1O	/	-0.3	/	-0.7	-7	-3	-12	-1.2	-1.5	-0.7	-1.5
COc1ccccc1N1CCN(C(=O)CN(C2CCCCC2)S(C)(=O)=O)CC1	0	-1.9	3	-0.2	1	0	4	-1.5	-0.6	-0.3	-0.2
O=C(Nc1ccccc1)/C(=C\c1ccco1)NC(=O)c1ccco1	3	-1.0	-5	2.3	-1	-1	-9	-0.5	0.2	-0.3	-0.2
CC1(C(=O)NS(=O)(=O)c2ccc3ccccc3c2)CCN1C(=O)C1(c2ccc(Cl)cc2)CCC1 (stereo unspecified)	-1	-0.6	-1	/	-49	3	3	-1.4	-1.2	0.1	-1.1
COC(=O)C1=C(C)N(Cc2cccc(C(F)(F)F)c2)C(=NCc2ccccc2)NC1c1ccc(Cl)cc1 (stereo unspecified)	-19	/	-19	/	-13	-3	8	-1.1	4.2	-0.3	-0.2
CCOC(=O)Cc1csc(NC(=O)c2ccc(C)c(S(=O)(=O)N3CCOCC3)c2)n1	-2	1.7	-1	-0.5	1	6	-9	-1.8	1.1	-1.9	-1.2
COCc1nnc(NC(=O)CCN2C(=O)c3ccccc3C2=O)s1	0	0.6	2	2.1	5	-2	7	-1.6	-2.1	-0.5	0.0
CCSc1ccc([C@@H]2[C@@H]3C(=O)N(CC)C(=O)[C@@H]3[C@]3(C(=O)OC)CCCCN23)cc1OC	2	0.0	-1	0.6	-13	1	6	-1.6	0.9	0.0	-1.8
COc1ccc(CC(=O)N/N=C/c2c(C)n(C)c3ccccc23)cc1OC	-3	-2.5	-7	/	3	-2	8	-0.5	-1.1	-1.9	0.9
(continued)
SMILES	NPR1 activator	GAA850 FXN act	NPR2 activator	DAX1 inh-1	HGIII-sPLA2 inh	SMARCA2 act	ADAM10 inh	ssDAF-12 act	hgDAF-12 ag	DAX1 inh-2	hcDAF12 agonist
CN(NC(=O)C(=O)NCc1ccco1)C(=O)Nc1ccc(Cl)cc1	4	/	-2	/	1	2	-13	-0.4	8.4	2.6	0.7
CC1=C(C(=O)Nc2ccccc2)C(c2ccc(C)o2)n2c(s/c(=C/c3ccccc3)c2=O)=N1 (stereo unspecified)	8	0.1	1	1.2	-2	4	8	-0.7	0.6	0.2	-1.8
CCCC(=O)Nc1nc2ccc(S(N)(=O)=O)cc2s1	0	-0.1	4	1.0	-2	2	0	-0.3	2.5	-0.2	3.5
CCOC(=O)CSc1nnc(NCC(=O)OC)c(=O)[nH]1	-3	1.7	-1	-1.0	-3	-2	-3	-1.1	0.6	-0.9	0.8
CCc1cc(=O)[nH]c(SCCC(F)=C(F)F)n1	-4	-0.9	2	-0.6	10	0	-14	-1.0	-4.3	-0.2	-0.7
COc1ccccc1CNC(=O)COC(=O)c1cc(-c2ccco2)nc2ccccc12	-4	2.5	5	0.1	5	-1	-8	0.6	-1.5	0.6	1.3
COc1cccc(-c2cc(=O)[nH][nH]2)c1	-3	2.4	-3	-0.1	-10	-1	-10	-0.8	-3.7	-0.6	-0.6
CN(C)S(=O)(=O)N1CCN(c2ccccc2Cl)CC1	2	5.3	-1	-0.5	-2	-4	0	-1.5	-0.5	0.7	-0.9
CCn1c(-c2ccc3ncccc3c2)n[nH]c1=S	2	2.2	-5	0.7	7	0	3	-1.8	-2.4	-0.9	-1.1
O=C(c1noc2c1CCc1ccccc1-2)N1CCOCC1	2	2.6	-6	0.3	3	9.3*	-1	-1.5	5.0	0.5	0.9
COc1ccc(C(F)(F)F)cc1N/C=C\c1nnnn1-c1ccc(C)cc1	6	-2.3	1	0.9	-8	-2	-17	-1.3	-0.7	-0.1	-0.4
Cc1ccccc1SCC(=O)Nc1cc(S(=O)(=O)N2CCOCC2)ccc1N1CCOCC1	0	1.4	-3	-0.6	-5	-2	3	-1.7	-3.8	-0.6	-2.4
O=C(Nc1ccc(Cl)cc1C(=O)NCC1CCCO1)c1ccc(Cl)cc1Cl (stereo unspecified)	3	-1.1	4	-1.5	-1	-2	2	-1.4	-0.5	-0.5	-2.3
CCOC(=O)C1CCN(C(=O)c2cccnc2Cl)CC1	0	-0.9	-2	1.9	-4	0	-8	-1.0	-1.5	-0.7	-1.4
Cc1cc(O)c(/C=N/Nc2cccc(Cl)c2)c(=O)o1	-5	0.6	4	-0.8	5	1	-9	-1.0	1.9	0.5	-0.4
Cc1ccc(NS(=O)(=O)c2cc3c(cc2Cl)NC(=O)CO3)cc1C	-8	/	-10	/	-33	/	5	-1.4	-3.1	/	-0.7
CN(CC(=O)Nc1ccc(S(=O)(=O)N2CCCC2)cc1)CC(=O)Nc1cccc(F)c1	1	-2.0	-4	0.3	-12	-4	-8	-1.6	-2.1	-2.0	-1.4
CCC/C(=N\NC(=O)c1ccc(OC)c(OC)c1)c1ccccc1	-2	0.1	2	0.9	-1	1	-7	-1.9	4.6	-0.1	-1.6
O=C(COc1ccc(Br)cc1CO)N1CCCc2ccccc21	-6	0.1	-4	0.2	-1	-1	4	-1.5	0.6	-0.1	-3.5
CC(=O)Nc1cccc(-c2ccnc3c2CC(C)(C(=O)Nc2ccc(C(C)C)cc2)O3)c1 (stereo unspecified)	-7	-2.0	-11	/	-25	-1	18	-1.9	1.4	-2.1	-1.3
CC(C)c1ccc(C2OCC(C)([N+](=O)[O-])CO2)cc1 (stereo unspecified)	2	0.9	2	-0.1	-5	2	1	-1.2	-0.5	3.9*	0.8
Cc1occc1C(=O)Nc1cccc([N+](=O)[O-])c1C	0	1.6	3	-1.1	0	-3	5	-0.8	-2.8	1.1	-0.9
CCc1ccc2nc(SCC(=O)NCC3CCCO3)c(C#N)cc2c1 (stereo unspecified)	3	2.5	-1	0.3	5	-2	-14	-0.8	0.7	-0.2	0.4
COc1ccccc1N(C)S(=O)(=O)c1ccc(C(=O)N(C)Cc2ccc(Cl)s2)cc1	-4	0.4	1	-0.3	0	-3	-6	-1.2	-2.2	-0.9	-3.5
CC(=O)N(Cc1cccnc1)Cc1cc2ccccc2[nH]c1=O	2	1.3	8	1.1	-3	0	-27	-1.3	0.7	0.5	1.2
More compounds:
SMILES	NPR1 activator	GAA850 FXN act	NPR2 activator	DAX1 inh-1	HGIII-sPLA2 inh	SMARCA2 act	ADAM10 inh	ssDAF-12 act	hgDAF-12 ag	DAX1 inh-2	hcDAF12 agonist
COc1ccc(CC(=O)Nc2c(C(=O)N3CCN(c4ccccc4)CC3)oc3ccccc23)cc1OC	-3	0.0	-2	-0.3	3	2	5	-1.5	2.5	0.7	0.0
COc1cccc(/C=N/NC(=O)c2cc(C34CC5CC(CC(C5)C3)C4)[nH]n2)c1	-3	1.3	-2	0.3	2	-1	3	-1.2	-2.1	0.3	0.3
O=C(CSc1nnc(-c2ccc(Br)cc2)o1)Nc1cccc2ccccc12	2	3.5	-2	0.2	-5	-1	5	-0.6	2.1	0.6	0.1
COc1cccc(NC(=S)NCc2ccc3c(c2)cc(C)n3C)c1	-1	-1.2	5	-0.1	2	1	0	-1.5	-3.8	-0.8	-0.8
COC(=O)c1sccc1NC(=O)c1cccc(OC)c1	-1	2.2	-1	-0.3	-1	0	13	-0.3	1.2	-1.3	1.3
CCOC(=O)C(Cc1ccccc1)C(=O)c1ccco1 (stereo unspecified)	1	1.0	2	0.3	-2	1	4	-0.3	-2.4	0.2	0.1
Cc1ccc(-c2nnc(-c3ccccc3S(=O)(=O)Cc3ccc(Cl)cc3)o2)cc1	-3	-0.7	-5	0.3	-2	0	-6	-1.3	2.5	-0.9	-2.3
COc1ccc(NC(=O)COc2ccccc2C(=O)NCC(c2ccccc2)N(C)C)cc1Cl (stereo unspecified)	-2	-1.4	3	-0.7	-25	1	17	-0.8	-4.5	-0.1	1.9
Nc1nc(-c2ccccc2)c(-c2ccc([N+](=O)[O-])cc2)s1	-5	2.6	-7	-0.4	8	6	-2	-0.4	-1.9	0.3	-1.2
O=C(CSc1ncnc2c1nnn2Cc1ccc(F)cc1)NC1CCCC1	4	0.2	-1	-1.3	0	-3	-3	-1.9	-4.5	1.7	-1.1
